Platelet DG rel – platelet dense granule release activity | human platelet-rich plasma, SFLLRN dense granule ATP release, luminescence | inhibition, %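 (compounds screened at 7.5 µM in platelet-rich plasma)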 | 300,000 tested, 0.22% active;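 active means mean replicate score, as percent of positive control, at or above 50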
KLF5 inhibitor – kruppel-like factor 5 inhibition | DLD-1 KLF5 promoter-luciferase reporter, luminescence | inhibition, % at 5 µM | 290,000 tested, 0.23% active;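 active means inhibition above a per-plate limit of that plate's mean compound inhibition plus 3 SD, cut at about 60% in these data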;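 further: 0% = DMSO wells and 100% = LY294002 at 200 µM; higher means less KLF5 promoter-driven luciferase light; inactives centre near -14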
GSK3B inh – inhibitors of human GSK3beta kinase; 300,000 tested, 0.038% active; GST-GSK3beta kinase, ADP-Glo luminescence, 60 min; stronger effect = lower value; AID 2097; activity score (negative = inhibition), % at 10 µM;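 active means more than half of replicate wells score below -50%, meaning over 50% inhibition versus plate controls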;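 further: 0% = median DMSO wells and -100% = median GW8510 positive control wells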
Target sequence (P49841 whole entry, looked up): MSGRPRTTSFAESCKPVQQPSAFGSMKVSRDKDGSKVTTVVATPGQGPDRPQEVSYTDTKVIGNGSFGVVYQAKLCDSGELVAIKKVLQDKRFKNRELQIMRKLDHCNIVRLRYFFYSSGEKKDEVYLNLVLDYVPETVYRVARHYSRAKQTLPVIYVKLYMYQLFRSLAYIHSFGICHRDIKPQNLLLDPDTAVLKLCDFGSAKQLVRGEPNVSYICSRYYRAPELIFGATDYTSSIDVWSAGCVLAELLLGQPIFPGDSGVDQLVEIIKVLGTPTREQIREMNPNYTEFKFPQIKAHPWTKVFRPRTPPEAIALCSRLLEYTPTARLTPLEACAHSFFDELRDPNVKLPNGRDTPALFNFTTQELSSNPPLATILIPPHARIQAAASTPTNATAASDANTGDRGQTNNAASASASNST
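Assay system: GST-fused GSK3beta enzyme, cell-free / Medium: Tris pH 7.5 buffer with MgCl2, DTT, BSA, heparin / Also added: peptide substrate plus 25 µM ATP (final) / Compound: 10 µM single point / Timing: kinase reaction with compound 60 min at room temperature / Detection: ADP-Glo luminescence / Benchmarks: DMSO neutral wells and GW8510 at 20 µM as positive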
IEC-6 tox – kills IEC-6 intestinal cells in KLF5 counter-screen; IEC-6 cytotoxicity, luminescence viability; 290,000 tested, 0.78% active; inhibition, % at 5 µM; AID 1825; in the data active means inhibition above about 22%;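 further: 0% = plate median of test compound wells and 100% = cytotoxic reference compound wells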
DYRK1A inh – inhibitors of rat Dyrk1A kinase | ADP-Glo luminescence, NFATc1 peptide | inhibition, % at 12.5 µM | 310,000 tested, 0.43% active; in the data active means inhibition above about 50%;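 further: plate controls were vehicle with enzyme for no effect and no enzyme for full effect; many of its hits are not listed in these tables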
GSK3A inh – inhibitors of human GSK-3 alpha kinase; AID 2650; 320,000 tested, 0.1% active; inhibition, % at 10 µM; P49840; ADP-Glo luminescence, 60 min;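 in the data active means inhibition above about 50%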;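 further: GST-tagged GSK-3 alpha with peptide substrate and 25 µM ATP; 0% = DMSO neutral wells and 100% = GW8510 positive control wells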
Target sequence (P49840 whole entry, looked up): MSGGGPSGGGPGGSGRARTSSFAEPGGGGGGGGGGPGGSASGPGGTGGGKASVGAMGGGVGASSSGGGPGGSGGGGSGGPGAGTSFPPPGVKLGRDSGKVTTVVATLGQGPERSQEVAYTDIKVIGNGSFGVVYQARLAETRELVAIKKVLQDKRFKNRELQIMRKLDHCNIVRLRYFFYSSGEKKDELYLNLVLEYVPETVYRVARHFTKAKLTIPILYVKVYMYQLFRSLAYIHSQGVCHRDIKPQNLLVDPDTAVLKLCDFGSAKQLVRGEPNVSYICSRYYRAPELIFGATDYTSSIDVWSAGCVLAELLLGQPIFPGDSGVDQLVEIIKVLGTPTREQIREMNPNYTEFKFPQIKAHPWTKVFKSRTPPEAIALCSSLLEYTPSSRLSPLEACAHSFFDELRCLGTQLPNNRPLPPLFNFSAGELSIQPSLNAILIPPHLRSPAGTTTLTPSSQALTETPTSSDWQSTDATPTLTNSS
HSF1 activator – increases HSF-1 driven luciferase reporter signal. AID 504408. 300,000 tested, 1.7% active. activation, % at 9 µM. NIH3T3-HGL HSF-1 luciferase reporter, MG132, 8 h; 100% = twice DMSO control signal;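 active means mean replicate activation of at least 50% with a set share of replicates each reaching 50%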;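 further: 0% = median of the neutral control wells and 100% = twice that signal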
HSP90 refold inh – inhibitors of HSP90 luciferase refolding in rabbit reticulocyte lysate; luciferase refolding luminescence, 3 h; inhibition, % at 5.6 µM; 290,000 tested, 0.91% active; AID 1789;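 active means inhibition above the screen-wide mean plus 3 SD, computed separately per campaign, cut at about 16% in these data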;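 further: 0% = DMSO wells and 100% = 60 µM geldanamycin wells; inhibitors lower the luminescence because luciferase stays unfolded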
HSF1 inh – HSF1 inhibition; 300,000 tested, 0.77% active; activity change, negative = inhibition, % at 7.5 µM (by protocol); NIH3T3-HGL HSE-luciferase, MG132-induced, luminescence 8 h; stronger effect = lower value;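 active means more than half of replicate wells show activity change below -50%, luminescence cut by over half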;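 further: luciferase reports HSF-1 transcriptional activity via heat shock element; 0% = median of DMSO wells and -100% = zero luminescence signal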
aSyn 5UTR inh – 5' untranslated region of α-synuclein, MLPCN primary screen; AID 1813; inhibition, % (tested at 7.5 µM); 300,000 tested, 0.82% active; alpha-synuclein 5'UTR reporter, inhibitor activity; in the data active means inhibition above about 60%;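 further: H4 neuroglioblastoma cells stably carrying SNCA 5'UTR luciferase fusion; 0% = DMSO wells and 100% = positive control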
An asterisk follows results filed as active; nt = no result given. An excerpt; rates above refer to the full screens.

SMILES	Platelet DG rel	KLF5 inhibitor	GSK3B inh	IEC-6 tox	DYRK1A inh	GSK3A inh	HSF1 activator	HSP90 refold inh	HSF1 inh	aSyn 5UTR inh
O=C(CCCCn1c(=O)[nH]c2ccccc2c1=O)NCCc1c[nH]c2ccccc12	-25	-19	2	2	-2	-5	12	-3	1	10
CCOC(=O)CNC(=O)CSc1nnc(NC(=O)c2ccccc2Cl)s1	-3	-26	3	3	nt	1	23	-2	1	-10
CN(C)S(=O)(=O)c1ccc(Cl)c(C(=O)NC2=NCCS2)c1	2	-2	-5	8	-1	1	5	6	-4	10
Cn1cnnc1SCC(C)(C)NS(=O)(=O)c1ccc(Cl)cc1	-11	-1	1	-1	-3	-2	2	-5	1	-5
Brc1nc(-c2ccccc2)nc(-c2ccccc2)c1Br	0	nt	-2	nt	nt	0	-6	nt	-3	37
C/C(=N\Nc1ccc(Cl)cc1)c1ccccn1	2	-6	1	-1	-1	-3	-8	-1	10	-138
Cn1cccc1CC(=O)N/N=C\c1ccccc1	-1	-10	-3	-3	7	1	-1	0	-7	-44
CC(=O)C1=C(C)NC(SCc2ccc(C#N)cc2)=C(C#N)C1c1ccco1 (centres undefined)	nt	-31	nt	-2	-3	-1	nt	-1	nt	nt
CC(C)C(NC(=O)C1CCCCC1)C(=O)Nc1ccccn1 (centres undefined)	-22	-15	5	2	-1	-3	11	0	-3	-20
C#CCSc1nnc(CSc2nc3ccccc3s2)n1-c1ccccc1	-6	5	-5	-4	-3	0	2	6	2	5
CCCCOP(=O)(OCCCC)C(O)c1ccc(N(C)C)cc1 (centres undefined)	3	6	2	-2	-7	-2	-4	1	-1	-10
COc1ccccc1/C=C/C1(C(=O)NC2CCCC2)CC(=O)N1c1ccc(F)cc1 (centres undefined)	0	-13	2	1	3	-2	34	6	19	-29
CN(c1ccccc1)S(=O)(=O)c1cccc(NC(=O)COC(=O)C2CCCCC2)c1	-9	-10	4	4	6	0	-10	4	1	9
C=CCn1c(SCCC#N)nnc1-c1ccncc1	5	-33	1	6	-2	1	16	7	-3	-9
CC1CCN(C(=O)c2ccc(NC(=O)c3ccccc3)cc2)CC1	20	-25	-2	-4	-7	2	6	-3	1	2
NC(=O)c1cc2ccccc2oc1=NCc1ccccc1	6	-35	-3	5	68*	0	39	-2	8	8
Cc1cccc(NC(=O)c2nc[nH]c2C(=O)N[C@@H](C)C(=O)OC(C)(C)C)c1	1	nt	2	nt	6	0	0	nt	5	11
COc1ccc(C2=NN(C(N)=S)C(c3ccco3)C2)cc1 (centres undefined)	25	-21	0	-1	5	2	32	2	12	-87
Brc1ccc(-c2ccc(/C=N/Nc3nncc(-c4ccccc4)n3)o2)cc1	-9	-24	1	9	0	0	-10	1	0	-1
Cc1ccc(C(=O)/C=C/c2ccc(Br)cc2)o1	5	12	-3	-1	-5	-1	6	0	5	-43
CN1C(=O)c2cccc3c(N)ccc(c23)C1=O	-4	-3	3	0	6	-2	3	0	-4	13
COc1ccc(N2C(=O)CCC2=O)cc1	3	-5	0	3	17	-1	10	8	0	-4
Cc1ccccc1Cn1c2ccccc2c2cnn(CC(=O)NCc3ccco3)c(=O)c21	-1	-33	-9	-4	7	0	5	3	16	-17
Cc1ccc(S(=O)(=O)N2CCC(C(=O)NNC(=O)c3ccncc3)CC2)cc1	2	-17	1	5	0	0	-56	1	-47	8
COc1ccc(OC)c(NC(=S)NN2CCN(C)CC2)c1	5	-21	0	-8	2	1	5	-2	-8	-2

4 compounds already listed, sorted by the value under HSF1 activator, rising:
mol,HSF1 activator
Cn1cnnc1SCC(C)(C)NS(=O)(=O)c1ccc(Cl)cc1,2
COc1ccc(OC)c(NC(=S)NN2CCN(C)CC2)c1,5
CCOC(=O)CNC(=O)CSc1nnc(NC(=O)c2ccccc2Cl)s1,23
COc1ccccc1/C=C/C1(C(=O)NC2CCCC2)CC(=O)N1c1ccc(F)cc1 (centres undefined),34

(continued)
SMILES	Platelet DG rel	KLF5 inhibitor	GSK3B inh	IEC-6 tox	DYRK1A inh	GSK3A inh	HSF1 activator	HSP90 refold inh	HSF1 inh	aSyn 5UTR inh
O=C(CSc1nnc(-c2ccccn2)n1Cc1ccccc1)NC1CCCC1	15	-21	3	3	-6	2	-2	-1	3	9
O=C1/C(=C/c2cccnc2)Oc2cc(OS(=O)(=O)c3ccc(F)cc3)ccc21	-7	-19	1	-5	2	-2	0	-2	-8	-19
N/C(=N\OCC(=O)Nc1ccccc1)c1nonc1N	6	13	0	-2	-1	0	3	-4	2	-40
O=C(CCCCl)Nc1nc(-c2ccc3c(c2)OCCO3)cs1	2	-177	1	-9	21	-1	42	-2	23	-117
O=S(=O)(c1ccc(NC(=S)N/N=C/c2ccc(O)c(O)c2)cc1)N1CCOCC1	-3	-55	-4	1	0	0	-3	-1	-1	11
O=C(O)c1cc(/C=N\O)ccc1OCc1ccccc1	1	-15	1	-1	5	-2	6	-2	-1	15
O=C(CSc1n[nH]c(-c2ccco2)n1)Nc1sc2c(c1C(=O)Nc1ccccc1)CCCC2	0	-18	-3	3	14	-2	12	-2	10	6
CC(C)C[C@H](N)c1cn([C@@H](Cc2cc3ccccc3[nH]2)C(=O)N2CCNCC2)nn1	0	-20	-5	-6	9	-1	-14	-2	1	-28
Cc1ccc(NC(=O)COC(=O)/C=C/c2ccco2)cc1S(=O)(=O)N(C)C	5	-12	1	-3	0	-2	5	5	7	-18
Cc1nc(NC(=O)CSc2nnc(-c3ccccc3)c(-c3ccccc3)n2)c(Cl)cc1Cl	-3	-27	5	2	5	-2	27	2	20	-5
Cc1ccc(O)c(NC(=O)c2ccccc2-c2ccccc2C(=O)O)c1	-17	-34	0	0	13	-6	-5	1	-3	-6
CCCCSc1nc(O)cc(=O)n1CC	-4	-34	1	-5	11	-3	13	-5	-2	15
O=C(c1cc(C(=O)N2CCOCC2)c2nc3ccccc3n2c1)c1cc(Cl)cc(Cl)c1O	-9	-1	6	0	2	-2	2	0	0	4
COc1cc(/C=C2\SC(=S)N(NC(=O)c3ccc(O)c(OC)c3)C2=O)ccc1O	1	-17	0	-9	42	2	-2	-1	7	-48
CCCCN1CC[C@H]2C=CC[C@@H](C(=O)NCc3ccc(OC)cc3)[C@H]2C1=O	3	nt	-3	nt	-9	1	-10	nt	-1	4
Cn1c(=O)n(C)c2cc([N+](=O)[O-])c(N3CCN(S(=O)(=O)c4ccc(C(C)(C)C)cc4)CC3)cc21	3	-4	2	-4	1	1	-4	-2	-4	-16
Cn1c(CNc2ccc(F)cc2)nc2ccccc21	5	-109	3	6	2	-2	27	-4	31	-123
Brc1ccc(N=C(c2ccccc2)c2ccncc2)cc1	11	-12	6	-3	1	0	41	0	8	-22
CC1=NN(c2ccc(C(=O)O)cc2)C(=O)/C1=C/c1ccc(-c2ccccc2F)o1	2	-20	-1	-8	-5	-6	0	1	6	-88
CC(=O)c1ccc(Sc2nnc(C)s2)c([N+](=O)[O-])c1	-2	-3	-17	2	-48	-3	21	0	11	-30
CNC(=O)c1ccsc1NC(=O)C1CCN(S(=O)(=O)c2cccs2)CC1	1	nt	0	nt	3	0	16	nt	0	-7
CCP(=O)(CC)c1cccc(N)c1	-4	9	0	1	5	-1	2	-1	1	-3
CCOc1ccc(C2N(c3cc(C)on3)C(=O)C3CCCN32)cc1OC (centres undefined)	-1	3	-4	4	8	-2	15	4	-9	-14
O=C(CSCc1c(Cl)cccc1Cl)NCc1ccccn1	1	-6	1	0	nt	-3	-13	0	-3	6
CCOC(=O)/C(C#N)=C/Nc1ccccc1NS(=O)(=O)c1ccc(C)c(C)c1	10	2	1	-2	-7	1	-8	0	3	6
Other compounds follow.
SMILES	Platelet DG rel	KLF5 inhibitor	GSK3B inh	IEC-6 tox	DYRK1A inh	GSK3A inh	HSF1 activator	HSP90 refold inh	HSF1 inh	aSyn 5UTR inh
S=C(Nc1ccccc1Cl)N1CCN(c2ccccn2)CC1	-4	-41	5	-4	4	nt	7	1	4	2
CC1(C)C=C(c2ccc(C(=O)O)s2)CC(C)(C)N1	1	-18	-2	7	-7	-1	-1	3	-6	5
CC(=O)N/N=C(\C)CC(=O)Nc1ccc2c(c1)OCCO2	3	-21	-2	8	0	8	3	-2	-9	9
CN(Cc1nc(-c2cccc(Cl)c2)no1)C1CCOCC1	18	-85	-2	-2	1	-1	18	-3	21	-121
Cc1nc2nc(C)c(NS(=O)(=O)c3ccc(C4CCCCC4)cc3)c(=O)n2[nH]1	0	-4	1	0	-3	-4	5	-4	2	2
CS(=O)(=O)N1CCc2cc(-c3csc(NCC4CCCO4)n3)ccc21 (centres undefined)	0	4	2	3	2	2	-19	3	-18	-56
CCc1nn2cc(C(=O)c3ccccc3O)cnc2c1-c1ccc(F)cc1	1	-2	3	-9	-3	-2	42	-5	7	-9
CC(=O)Nc1ccccc1C(=O)C(=O)Nc1ccc(F)cc1	-5	-6	-9	-18	1	8	6	-2	3	-65
O=C(c1ccco1)N1CCN(C(=O)c2ccc(-c3cccc(C(F)(F)F)c3)o2)CC1	11	nt	2	nt	4	-6	4	nt	3	21
COc1ccc(C(=O)COC(=O)Cc2n[nH]c(=O)c3ccccc23)c(OC)c1	3	nt	0	nt	-4	0	10	nt	0	3
O=C(NCCc1c[nH]c2ccccc12)C(=O)NCC1OCCCN1S(=O)(=O)c1cccs1 (centres undefined)	4	-36	0	6	0	0	9	2	1	-7
CCOC(=O)Cc1c(C)nc2c(-c3ccccc3)c[nH]n2c1=O	1	-21	1	3	-5	-1	-5	5	-3	7
Cn1c(-c2cccc(Br)c2)cnc1NCc1cccnc1	0	-13	-14	-3	0	3	-13	-4	-14	6
COc1ccc(-c2csc(N3C(=O)C4C5c6ccccc6C(c6ccccc65)[C@@H]4C3=O)n2)cc1 (some centres undefined)	-2	-18	1	4	-8	-4	-7	0	-5	-1
CS(=O)(=O)N(CC(=O)N/N=C/c1ccc(OCC(=O)N2CCOCC2)cc1)c1ccccc1Cl	0	-12	0	-5	-1	-1	-4	-2	-8	4
O=C(NCC1CCCO1)c1cc([N+](=O)[O-])ccc1Cl (centres undefined)	11	-2	4	-3	1	-2	1	2	-1	-9
Cc1cc(C)n2nc(C(=O)N/N=C/c3ccco3)nc2n1	-2	12	-7	-4	1	-4	33	2	8	-36
COc1ccc(/C=N/n2cnc3c([nH]c4ccc(F)cc43)c2=O)cc1CN1CCCC1	4	28	-1	0	11	-2	48	2	22	17
Cc1noc(C)c1COc1ccccc1C(=O)Nc1cccc(S(=O)(=O)N(C)C)c1	3	nt	1	nt	nt	-5	5	nt	-3	22
Cc1cccc(N(CC(=O)NC(C)C)C(=O)c2ccc(N3CCCC3)nc2)c1	0	-38	-3	0	3	1	-2	-2	-6	10
CCOc1ccc(/C=N/n2c(-c3ccccc3)n[nH]c2=S)cc1	-3	-35	nt	-5	-3	-1	-2	10	-14	24
Cn1c(/C(C#N)=C(\O)c2ccc(S(=O)(=O)N3CCCCC3)cc2)nc2ccccc21	-11	-11	2	0	-19	4	-19	-2	-6	-1
CN1CCN(C(=O)c2cnn(-c3ccccc3)c2NC(=O)c2ccccc2F)CC1	3	28	-2	4	6	-3	-13	1	1	0
Clc1cccc(OCCCn2ccnc2)c1	-12	-8	4	-5	-2	-4	4	-6	2	10

Screening results deposited in PubChem BioAssay by several laboratories.
